Screens: PubChem BioAssay, National Center for Advancing Translational Sciences (NCATS)
RORg inh – ROR gamma (mouse) transcription inhibition | P51450 | Drosophila S2 Gal4-RORgamma UAS-luciferase reporter, 20 h | Potency, µM (series often up to 53.6 µM), for inactives: at the highest dose activity change, negative = inhibition, hits mostly inhibitors | actives 5.4% (n = 310,000); also: nearly all actives have a fitted effect of over 60% in size
Target sequence (P51450 whole entry, looked up, the tested form may be a part): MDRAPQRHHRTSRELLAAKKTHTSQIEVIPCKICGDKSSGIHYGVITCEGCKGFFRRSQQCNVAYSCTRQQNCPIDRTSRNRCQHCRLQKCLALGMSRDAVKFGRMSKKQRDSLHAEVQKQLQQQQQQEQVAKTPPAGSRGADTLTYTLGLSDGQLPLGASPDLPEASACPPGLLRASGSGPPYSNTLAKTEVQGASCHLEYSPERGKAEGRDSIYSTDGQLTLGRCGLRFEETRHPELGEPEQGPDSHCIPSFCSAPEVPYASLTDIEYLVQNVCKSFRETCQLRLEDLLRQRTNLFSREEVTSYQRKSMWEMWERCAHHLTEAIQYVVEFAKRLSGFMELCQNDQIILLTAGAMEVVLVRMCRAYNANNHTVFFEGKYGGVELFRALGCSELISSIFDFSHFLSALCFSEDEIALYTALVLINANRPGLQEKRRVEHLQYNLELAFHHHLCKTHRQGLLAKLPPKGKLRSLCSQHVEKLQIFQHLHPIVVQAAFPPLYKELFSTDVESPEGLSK
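Using a luciferase readout, inhibitors were identified by reduced reporter activity in Drosophila cells coexpressing a copper-inducible Gal4–ROR gamma fusion and UAS-driven Photinus luciferase, incubated 20 hr after 700 uM copper sulfate.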
Gal4-VP16 FLuc – inhibits Gal4-VP16 luciferase reporter, ROR gamma counter-screen. Drosophila S2 Gal4-VP16 UAS-luciferase, luminescence, 20 h. AID 2546. actives 3.5% (n = 310,000). Potency, µM (highest dose often 53.6 µM), for the others: top-dose activity, negative = inhibition, actives largely listed as inhibitors;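 also: Gal4-VP16 expression switched on by copper sulfate through the metallothionein promoter; nearly all actives have a fitted effect of over 50% in size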
* = called active by the depositor; ? = inconclusive; & = joins results of further samples; [ ] = another dose, or the depositor's remark. Calls follow the shape of the dose curve; as a rule, active = well fitted curve in the direction sought with a large enough effect; inconclusive = small, poorly fitted or top-dose-only effect, or another doubt; inactive = no such curve, though single readings can be large; an effect the other way counts as inactive or inconclusive. % is scaled to controls: 0 for no effect and ±100 for the full control effect; potency is read from the fitted curve at half-maximal effect. A portion of the library, so the mix of outcomes need not match the whole.

SMILES	RORg inh	Gal4-VP16 FLuc
CS(=O)(=O)c1ccc(CNC(=O)[C@H]2C[C@@H]2[C@H](NP(=O)(c2ccccc2)c2ccccc2)c2ccccc2)cc1	24%	-10%
Cn1cccc1C(=O)N1CCC2(CC1)CCN(c1ccccc1)CC2	14%	4%
Cn1c(=O)cnc2cnc(Nc3ccccc3)nc21	?	6%
C#CCCCO/N=C1/C[C@@H](O)[C@@H](O)[C@@H]2[C@@H]3C(=O)N([C@@H](C)c4ccccc4)C(=O)[C@H]3CC[C@H]12	4%[10 µM]	-7%[10 µM]
CN1CCN(c2ncc3nc(-c4cccc(C#N)c4)c(=O)n(C[C@H]4CCCO4)c3n2)CC1	-12%	6%
COC(=O)C/C=C\[C@@H](C)[C@@H](/C=N\OC[C@@H]1O[C@H](c2ccccc2)C=C[C@@H]1Oc1ccc(OC)cc1)OC	-6%[10 µM]	17%[10 µM]
Cc1nn(C)c2nc(NNC(=O)Nc3cc(Cl)nc(Cl)c3)cc(C(C)C)c12	-18%	16µM*
CCNc1ncc2nc(-c3ccccc3)c(=O)n(Cc3ccc(F)cc3)c2n1	7%	-16%
COc1cccc(-c2nc(NCc3cnc(C)cn3)c3ccccc3n2)c1	2%	4%
C=CCC(O)(/C=C/c1ccccc1)c1ccccc1 (configuration not stated)	-9%	-4%
C[C@@H]1CCC[C@]2(C)CCCC[C@@]12O	-26%	2%
CN(C)C(=O)c1ccc(-c2nc(NCc3cccs3)c3ccccc3n2)cc1	?	4%
COc1ccc(C2CC(c3ccccc3)Oc3cc(OC)ccc32)cc1 (configuration not stated)	10%&22%	3%&-26%
CC[C@H]1C2=C3C(CC[C@H]4C(OC)OC[C@](C)([C@@H]34)N(C(=O)OC(C)(C)C)C2)C(CO)C1CO (some centres not stated)	5%	9%
CC(CC(C)(C)C)CP(=O)(O)CC(C)CC(C)(C)C (configuration not stated)	15%	-8%
CC(C)(C)NC(=O)C(c1ccc(I)cc1)N(CCN1CCOCC1)C(=O)CCCNC(=O)c1ccccc1 (configuration not stated)	2%	-7%
CCCCC(=O)NCCc1c(Cc2ccccc2)[nH]c2ccccc12	39%	-21%
CSCC[C@H](NC(=O)CN)C(=O)N[C@@H](CC(=O)O)C(=O)N[C@@H](CO)C(=O)N[C@@H](CC(C)C)C(=O)N[C@@H](C)C(=O)N[C@@H](Cc1ccccc1)C(=O)N[C@@H](CO)C(=O)NCC(=O)NCC(=O)N[C@@H](CC(C)C)C(N)=O	18%	3%
COc1ccccc1CCn1c(=O)c(-c2ccccc2)nc2cncnc21	-10%	-2%
CN1CCc2ccc3c4c2[C@]1(C)Cc1cccc(c1-4)OCO3	-21%	-2%
COCCn1c(=O)c(-c2cccs2)nc2cnc(Nc3ccccc3)nc21	13%	0%
O=C(N/N=C1/C[C@@H](O)[C@@H](O)[C@@H]2[C@@H]3C(=O)N(C[C@@H]4CCCO4)C(=O)[C@H]3CC[C@H]12)OCc1ccccc1	3%[10 µM]	5%[10 µM]
COc1cc2c(cc1OC)-c1cc3nc4ccccc4nc3n1C(C)(C)C2	?	?
COC(=O)[C@@]1(Cc2ccc(OC)cc2)[C@H]2c3cc(C(=O)N(C)C)n(Cc4cc(F)c(F)c(F)c4)c3C[C@H]2CN1C(=O)c1ccccc1	11%	6%
COC(=O)c1ccc(C(NC(=O)OCc2ccccc2)/C(C)=C/[C@@H](C)C(=O)NCc2cc(C)on2)cc1 (some centres not stated)	?	2%
CC[C@H](C)[C@H](NC(=O)[C@H](C)NC(=O)[C@H](Cc1cnc[nH]1)NC(=O)[C@@H]1CCCN1C(=O)CNC(=O)[C@H](CC(C)C)NC(=O)[C@H](CC(C)C)NC(=O)[C@H](Cc1ccc(O)cc1)NC(=O)CNC(=O)[C@H](C)NC(=O)[C@H](CO)NC(=O)[C@H](CC(N)=O)NC(=O)[C@H](CC(C)C)NC(=O)[C@@H](NC(=O)[C@H](Cc1c[nH]c2ccccc12)NC(=O)CN)[C@@H](C)O)C(=O)N[C@@H](CC(=O)O)C(=O)N[C@@H](CC(N)=O)C(=O)N[C@@H](Cc1cnc[nH]1)C(=O)N[C@@H](CCCNC(=N)N)C(=O)N[C@@H](CO)C(=O)N[C@@H](Cc1ccccc1)C(=O)N[C@@H](CO)C(=O)N[C@@H](CC(=O)O)C(=O)N[C@@H](CCCCN)C(=O)N[C@@H](Cc1cnc[nH]1)C(=O)NCC(=O)N[C@@H](CC(C)C)C(=O)N[C@H](C(N)=O)[C@@H](C)O	-21%	0%
COC(=O)c1ccc(C(/C=C/[C@@H](C)C(=O)NCCc2c[nH]c3ccccc23)NC(=O)OCc2ccccc2)cc1 (some centres not stated)	?	-7%
CCCCCCCCCCCC(=O)O[C@H](CC(=O)O)C[N+](C)(C)C	19%	-3%
CC12C=C(/C=C/c3ccccc3)C(C)(C1)C(c1ccccc1)CC2=O (configuration not stated)	11%[10 µM]	-15%[10 µM]
CC(C)(O)C(=O)O	-4%	9%

Overlap with the part before: 4 compounds; new compounds follow.
SMILES	RORg inh	Gal4-VP16 FLuc
COC(=O)c1ccc(C(/C=C/[C@@H](C)C(=O)NCCc2c[nH]c3ccccc23)NC(=O)OCc2ccccc2)cc1 (some centres not stated)	?	-7%
CCCCCCCCCCCC(=O)O[C@H](CC(=O)O)C[N+](C)(C)C	19%	-3%
CC12C=C(/C=C/c3ccccc3)C(C)(C1)C(c1ccccc1)CC2=O (configuration not stated)	11%[10 µM]	-15%[10 µM]
CC(C)(O)C(=O)O	-4%	9%
Cc1nc(NC2CCCCC2)c2nc(-c3ccccc3)n(CCCN(C)C)c2n1	-35%	-1%
O=C(NCCN1CCOCC1)C1(C(F)(F)F)C/C(=C/CCO)CCCO1 (configuration not stated)	-20%	-1%
CC(C)[C@@H](CC(=O)N[C@@H]1CCNC[C@H]1C(=O)N[C@H](CC(=O)N[C@@H](CCC(=O)O)CC(=O)O)Cc1ccccc1)NC(=O)C[C@H](CO)NC(=O)[C@@H]1CNCC[C@H]1N	-11%	2%
CC/C=C/C#N	27%	-13%
CC(=O)c1ccc(N2CCOCC2)cc1O	30%	14%
N#Cc1cccc(NC(=O)N2CC[C@@]3(CCCN(C(=O)c4ccncc4)C3)C2)c1	4%	-11%
O=C=Nc1ccc(Cc2ccc(N=C=O)cc2)cc1	9%	-7%
C=C1CCC2C(CC2(C)C)C(=O)CCC1O (configuration not stated)	5%	8%
CCCC1OC2CC3C4CCC5=CC(=O)C=CC5(C)C4C(O)CC3(C)C2(C(=O)CO)O1 (configuration not stated)	-38%	5%
COc1ccc(-c2oc3ccccc3c(=O)c2O)cc1	?	-1%

An excerpt from above in order of molecular weight, lowest first:
SMILES	RORg inh	Gal4-VP16 FLuc
CC/C=C/C#N	27%	-13%
CC(=O)c1ccc(N2CCOCC2)cc1O	30%	14%
O=C=Nc1ccc(Cc2ccc(N=C=O)cc2)cc1	9%	-7%
O=C(NCCN1CCOCC1)C1(C(F)(F)F)C/C(=C/CCO)CCCO1 (configuration not stated)	-20%	-1%
Cc1nc(NC2CCCCC2)c2nc(-c3ccccc3)n(CCCN(C)C)c2n1	-35%	-1%

The listing continues:
SMILES	RORg inh	Gal4-VP16 FLuc
CN(C)c1nc(-c2cccnc2)nc2ccccc12	9%	-11%
CO[C@H]1COC(=O)C/C=C\[C@@H](C)COC(=O)[C@@H](OCc2ccccc2)/C=C\[C@@H]1C	-16%[10 µM]	-7%[10 µM]
N#C/C(=C\c1ccc(O)c(O)c1)C(N)=O	-17%	-18%
Nc1ccccc1[N+](=O)[O-]	-11%	-1%
C[C@@H](C(=O)NCc1cccc2ccccc12)[C@H]1C[C@]1(C)[C@H](NC(=O)OCc1ccccc1)c1ccccc1	15%	-2%
CC(C)[C@H](NC(=O)[C@H](CCCCN)NC(=O)[C@@H](NC(=O)[C@@H]1CCCN1C(=O)[C@H](CCCN=C(N)N)NC(=O)[C@H](CCCN=C(N)N)NC(=O)[C@H](CCCCN)NC(=O)[C@H](CCCCN)NC(=O)CNC(=O)[C@@H](NC(=O)[C@@H]1CCCN1C(=O)[C@@H](N)CCCCN)C(C)C)C(C)C)C(=O)N[C@@H](Cc1ccc(O)cc1)C(=O)N1CCC[C@H]1C(=O)O	-23%	-6%
CSCC[C@H](NC(=O)[C@H](CO)NC(=O)[C@H](Cc1ccc(O)cc1)NC(=O)[C@@H](N)CO)C(=O)N[C@@H](CCC(=O)O)C(=O)N[C@@H](Cc1cnc[nH]1)C(=O)N[C@@H](Cc1ccccc1)C(=O)N[C@@H](CCCNC(=N)N)C(=O)N[C@@H](Cc1c[nH]c2ccccc12)C(=O)NCC(=O)N[C@@H](CCCCN)C(=O)N1CCC[C@H]1C(=O)N[C@H](C(=O)NCC(=O)N[C@@H](CCCCN)C(=O)N[C@@H](CCCCN)C(=O)N[C@@H](CCCNC(=N)N)C(=O)N[C@@H](CCCNC(=N)N)C(=O)N1CCC[C@H]1C(=O)N[C@H](C(=O)N[C@@H](CCCCN)C(=O)N[C@H](C(=O)N[C@@H](Cc1ccc(O)cc1)C(=O)N1CCC[C@H]1C(=O)N[C@@H](CC(N)=O)C(=O)NCC(=O)N[C@@H](C)C(=O)N[C@@H](CCC(=O)O)C(=O)N[C@@H](CC(=O)O)C(=O)N[C@@H](CCC(=O)O)C(=O)N[C@@H](CO)C(=O)N[C@@H](C)C(=O)N[C@@H](CCC(=O)O)C(=O)N[C@@H](C)C(=O)N[C@@H](Cc1ccccc1)C(=O)N1CCC[C@H]1C(=O)N[C@@H](CC(C)C)C(=O)N[C@@H](CCC(=O)O)C(=O)N[C@@H](Cc1ccccc1)C(=O)O)C(C)C)C(C)C)C(C)C	1%	0%
NCCC[C@@H](CC(=O)N[C@@H]1CCNC[C@H]1C(=O)N[C@H](CC(=O)N[C@@H](CCC(=O)O)CC(=O)O)Cc1c[nH]c2ccccc12)NC(=O)C[C@H](CO)NC(=O)[C@@H]1CCCC[C@H]1N	-10%	-4%
CN(C)Cc1ccccc1-c1nc(N(C)Cc2ccco2)c2ccccc2n1	-18%	0%
Cn1cccc1C(=O)N1CCC[C@@]2(CCN(c3ncccn3)C2)C1	-10%	25%
CS(=O)(=O)N1CCC[C@@]2(CCN(Cc3ccc(C#N)cc3)C2)C1	5%	4%
O=C(O)c1ccc(NS(=O)(=O)c2ccsc2C(=O)O)cc1	-26%	4%
FC(F)(F)c1ccccc1-c1nc(NCCN2CCOCC2)c2ccccc2n1	14%	-8%
CCCCCCC1=Cc2cc(OC)c(OC)cc2C(C(C(C)=O)C(=O)OC)O1 (configuration not stated)	41%[10 µM]	10%[10 µM]
CC(C)C[C@@H](CC(=O)N[C@H](CC(=O)N[C@@H]1CCNC[C@H]1C(=O)N[C@H](CC(=O)N[C@@H](CCC(=O)O)CC(=O)O)CC(C)C)C(C)C)NC(=O)[C@@H]1CCCC[C@H]1N	14%	-7%
Cc1ccc(S(=O)(=O)NC(=O)O[C@@H]2C(=O)c3cc(Br)ccc3O[C@H]2c2ccc3c(c2)OCO3)cc1	-7%	4%
C[C@H]1CC[C@H]2C(=O)N3[C@H](c4ccc(Br)cc4)[C@@H](C)CC[C@H]3C(=O)N2[C@@H]1c1ccc(Br)cc1	3%[10 µM]	-10%[10 µM]
COc1ccc(Oc2ncc3nc(C)c(=O)n(Cc4cccs4)c3n2)cc1	?	-5%
CCCC[C@@H]1C[C@H]1C(NC(=O)c1ccco1)c1ccccc1 (some centres not stated)	7%	13%
COC(=O)[C@@H]1CC[C@H](C)[C@@H](c2ccc(C)cc2)N1C(=O)c1ccc(/C=N\O[C@@H](C)c2cn([C@H](CO)Cc3ccccc3)nn2)cc1	-4%&-19%[10 µM]	-6%&-2%[10 µM]
O=C(NCc1ccccc1)C1(C(F)(F)F)C/C(=C\Cc2ccccc2)CCCO1 (configuration not stated)	-3%	8%
CC(C)CCCC(C)C1CCC2C3CC=C4CC(=O)CC[C@@]4(C)C3CC[C@@]12C (some centres not stated)	-5%	-2%
CNCCCCc1cnc(C)c2[nH]c3ccccc3c12	-30%	-4%
CCCCC/C=C\C/C=C\CCCCCCCC(=O)NCCCC(=O)O	-15%	-1%
NC(N)=NCCNS(=O)(=O)c1cccc2cnccc12	-13%	-8%
O=C(Nc1cccc(F)c1)N1CCCC2(CCN(C(=O)c3ccco3)CC2)C1	-1%	3%
COC(=O)NC(c1cccc(F)c1)[C@]1(C(C)=O)CCCC1=O (some centres not stated)	10%[10 µM]	-5%[10 µM]
Nc1ccc(Cl)cc1Cl	-1%	-2%
